FXN GAA850 act: activators of GAA850 frataxin (FXN) promoter; HEK293 lucGAA850 FXN promoter luciferase reporter, 24 h; percent of 10 µM SAHA response; activation, % at 6 µM; 360,000 compounds, 0.56% hits; AID 540364;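 active means activation above the average of all compounds screened plus 3 SD, cutoff fixed separately per campaign, cut at about 7.5% in these data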;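 further: 0% = DMSO wells and 100% = 10 µM SAHA wells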
SMARCA2 activ: increases SMARCA2 function in MMTV reporter cells. MG213 cells, MMTV-luciferase reporter, dexamethasone, overnight. activation, % at 9.1 µM. 370,000 compounds, 1% hits; in the data active means activation above about 7.8%;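 further: 0% = vehicle wells and 100% = reference activator wells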
NPR2 activator: GC-B (human) receptor activation | AID 1920062 | 370,000 compounds, 0.11% hits | P20594 | HEK293-GC-B cells, CNP EC30, cGMP TR-FRET; 0% at EC30 CNP, 100% saturating CNP | activation, % at 10 µM;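 active means activation at 10 µM reaching about 35% in either raw or pattern-adjusted values, limit read from the data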
ssDAF-12 act: S. stercoralis DAF-12 activation, primary screen | HEK293 ssDAF-12/GRIP1 lit1-tk-luc reporter, luminescence; % of 3 µM dafachronic acid response | activation, % at 6.8 µM | 370,000 compounds, 1% hits | AID 652126;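 active means activation above the mean over all tested compounds plus 3 SD, cut at about 0.9% in these data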;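 further: 0% = DMSO-only wells and 100% = 3 µM delta7-dafachronic acid wells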
hcDAF12 agonist: activators of H. contortus DAF-12 nuclear receptor; HEK293 hcDAF-12 lit1-tk-luc reporter, luminescence; 0% DMSO, 100% Δ7-dafachronic acid; activation, % at 6.8 µM; 370,000 compounds, 1.4% hits;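 active means activation above the mean of all tested compounds plus 3 SD, cut at about 5.5% in these data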;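 further: 100% = response to 3 µM Δ7-dafachronic acid high control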
DAX1 inh-1: inhibitors of DAX1 repression of SF-1 activated StAR promoter | HEK293T StAR-luciferase reporter, SF-1/DAX-1 repression relief | inhibition, % at 6.8 µM | 370,000 compounds, 1.1% hits | AID 652010;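 active means inhibition above the mean over all tested compounds plus 3 SD, cut at about 3.6% in these data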;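 further: 0% = DAX-1 cells with DMSO and 100% = cells lacking DAX-1 with DMSO; higher inhibition means more luminescence from relief of DAX-1 repression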
NPR1 activator: GC-A (human) enzyme activation; HEK293 GC-A cells, cGMP TR-FRET, EC30 ANP; 0% at EC30 ANP, 100% saturating ANP; 370,000 compounds, 0.14% hits; AID 1671463; activation, % at 10 µM; in the data active means activation above about 40%
HGIII-sPLA2 inh: Blocks human group III sPLA2 activity; QFRET BODIPY PC-A2 liposome hydrolysis, fluorescence; inhibition, % at 12.2 µM; 370,000 compounds, 0.56% hits; AID 743126;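 active means inhibition above mean plus 3 SD of compounds lying within the high and low control bounds, cut at about 19% in these data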;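 further: 0% = median of test compound wells and 100% = no enzyme DMSO wells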
Target sequence (Q9NZ20 whole entry, looked up): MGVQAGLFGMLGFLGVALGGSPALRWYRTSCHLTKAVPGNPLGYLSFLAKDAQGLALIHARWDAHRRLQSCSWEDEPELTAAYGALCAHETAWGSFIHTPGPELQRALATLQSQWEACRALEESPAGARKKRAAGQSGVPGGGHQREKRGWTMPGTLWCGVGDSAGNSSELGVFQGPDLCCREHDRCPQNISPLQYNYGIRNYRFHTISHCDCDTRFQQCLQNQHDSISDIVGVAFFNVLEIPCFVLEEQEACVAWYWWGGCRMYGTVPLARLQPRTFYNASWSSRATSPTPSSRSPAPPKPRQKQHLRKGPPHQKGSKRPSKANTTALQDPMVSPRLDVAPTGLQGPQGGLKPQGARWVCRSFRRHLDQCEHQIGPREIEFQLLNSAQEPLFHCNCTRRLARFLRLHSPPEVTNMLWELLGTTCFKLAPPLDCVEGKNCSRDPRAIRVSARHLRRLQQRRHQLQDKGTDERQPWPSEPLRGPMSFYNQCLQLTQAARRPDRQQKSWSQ
DAX1 inh-2: inhibits human nuclear receptor DAX1; P51843; HEK293 Gal4-DAX1 luciferase reporter, luminescence; inhibition, % at 6.75 µM; 340,000 compounds, 0.99% hits; AID 504766;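 active means inhibition above the mean over all tested compounds plus 3 SD, cut at about 4.2% in these data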;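 further: 0% = DAX1-transfected cells with DMSO and 100% = empty-vector control cells with DMSO; inhibition shows as a rise in luminescence from relieved DAX1 repression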
Target sequence (P51843 207-470 limits assumed): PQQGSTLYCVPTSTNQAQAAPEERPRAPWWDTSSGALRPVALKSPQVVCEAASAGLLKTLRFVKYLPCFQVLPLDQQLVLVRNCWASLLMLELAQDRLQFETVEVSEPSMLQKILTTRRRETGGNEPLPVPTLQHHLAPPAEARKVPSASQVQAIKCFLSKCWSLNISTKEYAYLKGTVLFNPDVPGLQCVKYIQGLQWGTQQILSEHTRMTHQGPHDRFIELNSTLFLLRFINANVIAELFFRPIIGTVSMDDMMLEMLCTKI
hgDAF-12 ag: hgDAF-12 agonism, primary luciferase screen; HEK293 GAL4-hgDAF12 UAS-luciferase reporter, agonist luminescence; normalized to butyrate control; activation, % at 6.8 µM; 370,000 compounds, 1.8% hits; AID 687014;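 active means activation above a cutoff set at the mean of all screened compounds plus 3 SD, cut at about 10% in these data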;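 further: 0% = DMSO wells and 100% = sodium butyrate wells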
proKLK7 act: activates the human kallikrein-7 zymogen; P49862; purified proKLK7, EDANS-DABCYL substrate fluorescence; 100% is mature enzyme control, 0% vehicle; activation, % at 7 µM; 370,000 compounds, 0.9% hits;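 active means activation above the mean of all tested compounds plus 3 SD, computed per campaign excluding outliers beyond control limits, cut at about 13% in these data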
Target sequence (P49862 whole entry, looked up): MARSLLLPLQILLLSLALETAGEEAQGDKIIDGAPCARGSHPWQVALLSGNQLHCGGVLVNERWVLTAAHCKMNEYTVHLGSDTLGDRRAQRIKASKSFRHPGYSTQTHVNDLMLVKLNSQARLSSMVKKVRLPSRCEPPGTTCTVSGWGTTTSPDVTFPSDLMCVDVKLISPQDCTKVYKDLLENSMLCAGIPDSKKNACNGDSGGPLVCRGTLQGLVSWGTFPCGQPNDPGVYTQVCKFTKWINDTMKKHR
An asterisk follows results filed as active; x = no result given.

SMILES	FXN GAA850 act	SMARCA2 activ	NPR2 activator	ssDAF-12 act	hcDAF12 agonist	DAX1 inh-1	NPR1 activator	HGIII-sPLA2 inh	DAX1 inh-2	hgDAF-12 ag	proKLK7 act
CCNC(=O)C1(C)CCCN(C(=O)c2cc(-c3ccccc3)cs2)C1 (stereo unspecified)	-0.2	2	-2	-0.8	-1.2	0.6	2	-1	x	1.5	-0.8
CC(C)C1C(=O)N(Cc2cn(CCC3OCCCO3)nn2)CCS(=O)(=O)N1Cc1ccc(-c2ccc(F)nc2)cc1 (stereo unspecified)	2.8	-6	1	-1.2	-1.1	-1.1	3	1	-0.7	-2.2	0.5
CC1CCCC(NC(=O)CSc2ncccn2)C1C (stereo unspecified)	0.8	-1	0	-0.2	0.1	0.4	0	-4	1.1	-1.8	0.0
COc1cc(CCC(=O)O)on1	0.1	-2	5	-0.5	1.2	0.5	4	4	0.0	-1.2	-0.7
Cc1cccc(N=C2CSC(=O)N2)c1	0.0	-3	3	-0.8	-1.2	0.1	0	-1	0.2	-0.2	0.5
Cc1ccc(C)c(NC(=O)CN(C)C(=O)c2ccc(COc3ccccc3)cc2)c1	0.9	-8	3	-0.5	1.0	1.3	3	-19	-1.7	-1.5	0.2
CCOC(=O)C1CCN(C2=C(NS(=O)(=O)c3ccc(Br)cc3)C(=O)c3ccccc3C2=O)CC1	0.8	-4	3	-0.9	1.2	-0.6	1	9	0.5	1.4	1.3
COCCN(Cc1cn[nH]c1-c1ccc2cc(OC)ccc2c1)C(C)C	3.5	2	-7	0.2	-0.6	0.9	-6	-8	1.0	1.5	-0.5
O=C(Nc1nc2c(cc3c4c(cccc42)CC3)s1)c1ccccc1Cl	4.2	0	-4	-0.8	-3.3	0.0	20	-7	-0.3	-0.2	-11
Cc1ccc(S(=O)(=O)NC(CC(=O)NCC2CCCO2)c2ccco2)cc1 (stereo unspecified)	-0.1	-1	0	-0.3	-1.6	-0.1	2	6	-0.1	0.5	0.1
Cc1cc(-c2ccc(C)c(S(=O)(=O)N3CCN(c4ccc(F)cc4)CC3)c2)on1	0.2	-5	0	-1.0	-0.5	-0.1	-12	1	1.0	1.0	-0.1
O=C(CN1CCN(Cc2ccccc2)CC1)NCCc1ccccc1	-0.1	1	3	-0.6	-0.3	0.0	-1	2	1.3	0.9	-0.8
CCC1=NN2C(=N)/C(=C\c3cccn3-c3c(C)cccc3C)C(=O)N=C2S1	0.1	-1	0	-0.7	-1.3	-0.2	1	-12	1.3	1.4	-0.3
Cc1noc(C)c1S(=O)(=O)Nc1ccc2c(c1)C(=O)N([C@H](C)CO)C[C@H](C)[C@@H](CN(C)S(=O)(=O)c1ccccc1)O2	-0.1	0	-2	-1.3	-1.0	0.6	3	-14	0.1	0.7	0.8
O=C(NCCN1CCOCC1)c1ccc2c(c1)N(Cc1ccccc1F)C(=O)c1ccccc1S2	0.2	0	1	-1.2	0.3	0.1	0	-18	0.2	-0.4	0.5
Cc1cc(N2CCN(C)CC2)nc2ccc(NC(=S)NCCCN3CCc4ccccc4C3)cc12	-0.7	-1	-4	-1.4	-2.1	-0.3	0	5	-0.1	0.8	7.9
O=S(=O)(/N=C(/Nc1cccc2ccccc12)c1ccccc1)c1cccs1	1.3	1	-15	-0.8	0.9	0.1	-8	-24	1.7	-0.9	0.1
COc1cccc(C(=O)Nc2cc(-c3cn4cccnc4n3)ccc2C)c1	-1.2	0	0	-0.3	-1.2	-0.4	-1	-8	0.0	-1.6	31*
C=CCNc1nc(N2CCOCC2)nc(N2CCOCC2)n1	-2.8	-1	-7	-1.3	-1.1	-0.1	-2	5	1.1	-0.5	-0.2
CN(CC(O)COc1ccc(S(=O)(=O)N2CCOCC2)cc1Cl)C1CCCCC1 (stereo unspecified)	3.0	0	3	-1.1	-1.8	0.2	2	-5	1.1	-2.2	-0.2

Record cards (already shown). Values in the order: FXN GAA850 act, SMARCA2 activ, NPR2 activator, ssDAF-12 act, hcDAF12 agonist, DAX1 inh-1, NPR1 activator, HGIII-sPLA2 inh, DAX1 inh-2, hgDAF-12 ag, proKLK7 act
Profile of `O=C(NCCN1CCOCC1)c1ccc2c(c1)N(Cc1ccccc1F)C(=O)c1ccccc1S2` : 0.2, 0, 1, -1.2, 0.3, 0.1, 0, -18, 0.2, -0.4, 0.5
Profile of `CCNC(=O)C1(C)CCCN(C(=O)c2cc(-c3ccccc3)cs2)C1` (stereo unspecified) : -0.2, 2, -2, -0.8, -1.2, 0.6, 2, -1, x, 1.5, -0.8

(more compounds)
SMILES	FXN GAA850 act	SMARCA2 activ	NPR2 activator	ssDAF-12 act	hcDAF12 agonist	DAX1 inh-1	NPR1 activator	HGIII-sPLA2 inh	DAX1 inh-2	hgDAF-12 ag	proKLK7 act
Cn1nc(C(=O)N2CCc3ccccc32)c2ccccc2c1=O	3.7	1	-3	-1.8	-1.9	-0.6	4	5	-0.8	0.1	-0.5
CC(CCc1ccccc1)NC(=O)C(=O)N1CCOCC1 (stereo unspecified)	-0.4	-2	-2	0.2	-1.5	0.1	2	6	1.2	-1.1	-0.1
COc1ccc(NC(=O)C2(C)CCN2Cc2cccc(OC)c2OC)cc1OC (stereo unspecified)	1.0	1	1	-0.7	-2.2	-0.9	0	5	x	-5.6	-0.6
CN(CC(O)COCc1ccccc1F)C1CCCCC1 (stereo unspecified)	-0.2	-1	1	-1.5	-0.4	0.2	-1	7	1.4	-3.1	0.2
CCNC(=O)c1ccccc1CCc1ccccc1	-1.2	0	1	-0.9	1.9	0.2	1	0	-0.2	1.6	-0.2
COc1ccc2c(CC(=O)NNC(=O)c3ccc(O)cc3)coc2c1	-0.7	-3	-3	0.0	-1.5	0.2	6	3	0.0	-1.2	0.1
COc1ccc(NC(=O)C2CCCN(C(=O)Nc3ccc(F)cc3)C2)cc1OC (stereo unspecified)	-1.0	-4	2	-1.5	-1.3	0.2	-4	1	-1.3	-2.7	-0.3
Cc1noc(C)c1CSc1nc2[nH]ncc2c(=O)n1-c1ccccc1	-0.6	-1	2	-0.7	-0.9	-1.1	-2	-6	1.6	-7.2	-0.3
Cc1cc(C)n2nc(SCC(=O)Nc3ccccc3)nc2n1	-1.1	-2	-3	-1.0	-1.2	-0.7	2	0	-0.1	-1.2	0.1
CCc1nnc(NC(=O)c2cc(OC)c(OC)cc2[N+](=O)[O-])s1	0.3	-4	8	-2.2	-1.5	0.9	-3	11	-0.9	0.9	0.0
O=c1cc(-c2ccccc2)nc2nc[nH]n12	-0.8	4	0	-0.1	3.2	0.8	3	0	-0.4	-0.6	-0.5
CCC(C)Oc1ccccc1C1CC(=O)NC2=C1C(=O)CCC2 (stereo unspecified)	-2.4	1	-1	-1.3	-1.0	-1.6	-2	1	-0.3	2.4	0.1
O=C(NCCC1=CCCCC1)C1CCCN(S(=O)(=O)c2cnc[nH]2)C1 (stereo unspecified)	-0.5	-1	3	-1.4	-1.2	1.9	-1	-8	-0.3	-0.4	-0.1
O=C(Cn1cnc2c(nnn2Cc2ccc(Cl)cc2)c1=O)N1CCN(c2ccccc2)CC1	-1.1	-3	-2	-1.4	-2.0	-2.9	0	-17	-0.6	-3.1	0.0
O=C(CCN1CCCC1)c1cccs1	-0.5	0	0	-0.9	1.0	-0.3	50*	-5	0.9	1.6	-0.2
COc1ccc(CNc2ccc(C)cc2)cc1Br	3.0	2	7	-0.9	-0.1	-1.5	4	17	0.1	1.6	0.3
CCOC(=O)C1CCCN(CC(=O)Nc2c(C(=O)OC)[nH]c3ccc(C)cc23)C1 (stereo unspecified)	0.9	1	-7	-1.5	-0.1	-1.1	0	-12	-1.0	0.3	1.2
COc1ccccc1CNC(=O)c1cc(-c2ccccc2)n(Cc2cc(C)no2)n1	2.2	-1	1	-1.6	0.5	-0.6	1	3	-0.1	0.6	-0.2
N=c1c2c(ncn1CCCO)Oc1cc(O)ccc1C2c1ccccc1 (stereo unspecified)	0.7	-1	2	-1.5	-2.5	-0.1	6	-6	0.6	-2.5	0.9
Cc1c(NS(=O)(=O)c2cccc([N+](=O)[O-])c2)c(=O)n(-c2ccccc2)n1C	0.7	-2	1	-1.1	0.0	0.0	0	7	-0.4	-1.1	-0.3
CC(=O)c1ccc(NC(=O)C(C)O/N=C(\N)c2ccccc2)cc1 (stereo unspecified)	1.9	0	-4	-0.9	-1.8	-3.0	0	-2	-0.1	-1.9	-0.3
COc1cc(/C=C2/C(=O)NN(c3cccc(F)c3)C2=O)ccc1OC(=O)c1ccco1	-0.4	1	2	-0.3	4.2	-0.6	14	-17	0.8	2.3	-0.2
COc1ccc(NS(=O)(=O)c2c(C(=O)N3CCCCCC3)c(C)n(C)c2C)cc1OC	-2.2	-6	-1	-0.7	1.8	0.0	8	3	0.3	-1.9	0.2
COc1cc(C2C3=C(CC(C)(C)CC3=O)Nc3c2c(=O)[nH]c(=O)n3Cc2ccccc2)ccc1O (stereo unspecified)	1.2	-2	12	-1.3	-0.6	0.1	9	-33	4.3*	0.9	-28
COc1ccc(N(CC(=O)N2CC=C(c3ccccc3)CC2)S(=O)(=O)c2c(C)noc2C)cc1	-1.8	-1	0	0.5	1.0	-0.8	-2	-8	-0.3	-4.4	0.4
CCCCOc1ccc(N2C(=O)CC(N(CCc3ccccc3)C(=O)/C=C/C(=O)O)C2=O)cc1 (stereo unspecified)	3.0	0	1	-1.1	0.3	0.0	3	-9	0.5	3.4	0.1
O=C(CCCCCN1C(=O)c2ccccc2C1=O)NCc1ccco1	1.9	1	-1	-1.4	0.0	-1.0	1	3	-0.5	0.1	0.5
Cc1cc(Cl)cc2c1NC(=O)[C@]21[C@@H]2C(=O)N(Cc3ccccc3)C(=O)[C@@H]2[C@@H]2CCCN21	-1.8	-1	-4	-0.8	-1.8	-0.4	6	-23	0.1	-0.9	0.3
CCOc1ccc(CCNC(=O)/C=C/c2ccco2)cc1OCC	3.7	-1	-4	-1.1	1.7	-0.2	1	2	-0.4	-3.0	0.0
CN(Cc1cc(=O)n2ccsc2n1)C1CCCCC1	-1.1	-1	0	-1.3	-0.9	0.0	1	5	-0.3	-4.2	0.3
CCN1CCCC1CNC(=O)Cn1cccc1C(=O)c1ccccc1 (stereo unspecified)	1.0	1	-2	-1.3	-2.0	0.3	7	-3	-0.8	0.4	0.5
CC1=CC(C)C2(CO)COC(c3cccnc3)C1C2C (stereo unspecified)	0.6	-3	-1	-0.1	-0.7	0.1	3	0	-0.1	-1.8	0.1
COc1ccccc1-c1cc2nc(NCc3cccc(Cl)c3)ccn2n1	-1.4	-1	-5	-1.7	-1.0	-0.7	-4	-13	x	-2.1	-1.9
CC(O)c1nc2ccccc2n1CCCCOc1ccccc1 (stereo unspecified)	-0.7	-3	-3	-1.9	-2.7	-1.0	3	-9	-1.3	-3.0	0.0
Cc1ccc(-c2nc(CNC(=O)c3cc(C)on3)cs2)cc1	1.5	-1	-6	-1.2	-1.8	-2.7	2	-1	-0.2	-0.2	-0.2
COC(=O)c1ccc(C(=O)N(C)C2CCCN(Cc3ccccc3F)C2)nc1 (stereo unspecified)	0.0	0	4	-1.5	-1.8	0.2	3	2	-1.4	-0.9	-0.5

Screening data: PubChem BioAssay, several laboratories
